Bim-Bfl-1: human Bim-Bfl-1 interaction inhibition. AID 1008. 190,000 compounds, 0.12% hits. Q16548. Bead-based flow cytometry, Bim-Bfl-1 binding inhibition. inhibition, % at 10 µM;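 note: 0% = wells without compound plus tracer and 100% = blocker peptide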
RGS7-Gao reg: regulators of human RGS7-Galphao interaction | P09471 | Multiplexed bead flow cytometry, RGS7-Galphao binding; actives lie on both sides | binding response (% of control), % at 10 µM | 220,000 compounds, 0.35% hits; in the data active = binding response below about 49% or above about 150%; inconclusive = no clear call, values can overlap the other calls; inactive = in between;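 note: fluorescent Galphao held in activated GDP-AlF4 state binding bead-coupled RGS7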
RGS4-Gao reg: human RGS4-Galphao interaction regulation | P09471 | Multiplexed bead flow cytometry, RGS4-Galphao binding; actives lie on both sides | binding response (% of control), % at 10 µM | 220,000 compounds, 0.33% hits; in the data active = binding response below about 49% or above about 150%; inactive = in between;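 note: fluorescent Galphao activated with aluminum fluoride binding bead-coupled RGS4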
Bim-Mcl-1: human Bim-Mcl-1 interaction inhibition; Bead-based flow cytometry, Bim peptide-Mcl-1 binding; inhibition, % at 10 µM; 190,000 compounds, 0.1% hits; AID 1009;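 note: 0% = no compound tracer wells and 100% = peptide blocker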
RGS8-Gao reg: human RGS8-Galphao interaction regulation; multiplexed bead flow cytometry, RGS8-Galphao binding; actives lie on both sides; response (percent of control binding), % at 10 µM; 220,000 compounds, 0.34% hits; AID 1423; in the data active = response below about 60% or above about 140%; inactive = in between;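 note: Galphao activated as the GDP aluminium fluoride complex binding bead-coupled RGS8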
Bim-Bcl-B: disrupts Bim peptide binding to human Bcl-B; 190,000 compounds, 0.073% hits; inhibition, % at 10 µM; Q9HD36; bead-based flow cytometry;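 note: 0% = tracer peptide without compound and 100% = reference inhibitor peptide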
Target sequence (Q9HD36 whole entry, looked up): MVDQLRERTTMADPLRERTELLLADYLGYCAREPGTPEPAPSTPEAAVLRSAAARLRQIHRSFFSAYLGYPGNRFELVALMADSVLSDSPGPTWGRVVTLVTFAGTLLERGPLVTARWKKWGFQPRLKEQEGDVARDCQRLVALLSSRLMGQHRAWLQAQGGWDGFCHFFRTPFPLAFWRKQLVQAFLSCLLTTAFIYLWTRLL
ABCB1 block: inhibitors of human ABCB1 transporter, ABCG2 counter-screen; CCRF-Adr cells, JC-1 efflux, flow cytometry; 190,000 compounds, 0.067% hits; inhibition, % at 6.6 µM; in the data active = inhibition above about 40%;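 note: 0% = vehicle and 100% = reference inhibitor; higher value means more JC-1 retained so stronger ABCB1 efflux block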
Bim-Bcl-XL: human Bim-Bcl-XL interaction inhibition; Q07817; Bim peptide-Bcl-XL binding, bead flow cytometry, fluorescence; inhibition, % at 10 µM; 190,000 compounds, 0.04% hits; AID 1007
Bim-Bcl-W: human Bim-Bcl-W interaction inhibition. bead-based flow cytometry, Bim peptide-Bcl-W binding. inhibition, % at 10 µM. 190,000 compounds, 0.02% hits. AID 952;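 note: 0% = bound tracer without compound and 100% = peptide blocker; higher means less fluorescent Bim peptide bound to Bcl-W beads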
Bcl-2 Bim block: human Bim-Bcl-2 interaction inhibition | P10415 | Bead-based flow cytometry, Bim peptide-Bcl-2 binding | inhibition, % at 10 µM | 190,000 compounds, 0.06% hits | AID 950; in the data active = inhibition above about 40%; inconclusive = no clear call, values can overlap the other calls;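 note: 0% = no compound wells with probe peptide and 100% = reference peptide inhibitor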
Target sequence (P10415 whole entry, looked up): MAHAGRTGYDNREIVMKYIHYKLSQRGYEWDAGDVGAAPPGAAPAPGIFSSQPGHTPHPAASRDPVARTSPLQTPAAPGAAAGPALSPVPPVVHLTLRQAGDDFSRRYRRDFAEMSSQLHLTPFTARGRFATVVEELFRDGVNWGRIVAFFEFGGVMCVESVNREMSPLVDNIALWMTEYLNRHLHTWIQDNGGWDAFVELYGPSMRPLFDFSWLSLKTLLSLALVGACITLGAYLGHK
ABCG2 inh: inhibitors of human ABCG2 transporter, ABCB1 counter-screen; Q9UNQ0; IgMXP3 cells, JC-1 efflux, flow cytometry; inhibition, % at 6.6 µM; 190,000 compounds, 0.1% hits; AID 1325;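 active = inhibition above 80%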;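 note: 0% = DMSO and 100% = nicardipine control wells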
Target sequence (Q9UNQ0 whole entry, looked up): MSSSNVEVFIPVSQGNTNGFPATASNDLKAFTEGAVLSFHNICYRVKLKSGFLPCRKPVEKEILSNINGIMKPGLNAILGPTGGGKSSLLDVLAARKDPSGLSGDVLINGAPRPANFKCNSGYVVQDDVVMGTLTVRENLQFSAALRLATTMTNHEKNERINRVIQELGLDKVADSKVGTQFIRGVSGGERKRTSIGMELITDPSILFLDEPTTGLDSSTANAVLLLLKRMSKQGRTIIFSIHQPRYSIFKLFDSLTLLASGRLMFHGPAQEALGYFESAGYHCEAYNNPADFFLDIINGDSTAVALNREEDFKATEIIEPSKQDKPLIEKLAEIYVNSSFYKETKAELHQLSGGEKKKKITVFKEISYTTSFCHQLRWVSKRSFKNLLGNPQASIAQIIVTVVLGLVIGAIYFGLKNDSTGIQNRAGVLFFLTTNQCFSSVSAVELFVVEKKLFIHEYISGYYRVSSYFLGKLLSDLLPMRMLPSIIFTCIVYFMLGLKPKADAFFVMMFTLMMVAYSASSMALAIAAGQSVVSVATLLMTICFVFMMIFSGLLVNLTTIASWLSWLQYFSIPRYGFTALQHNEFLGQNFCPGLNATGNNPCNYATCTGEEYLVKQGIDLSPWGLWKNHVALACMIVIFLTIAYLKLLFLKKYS
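Incubation: cells with compound and JC-1, 10 min at 25 °C, rotating, no wash / Test system: IgMXP3 (ABCG2) plus far-red-tagged CCRF-Adr (ABCB1) cells / Compound dosing: one concentration, 6.6 µM final / Also added: JC-1 fluorescent substrate / Evaluation: efflux inhibition in percent versus controls / Detection: flow cytometry, 530 nm JC-1 signal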
An asterisk follows results filed as active; ? = inconclusive; / = not tested or not shown. Cut-off read from the data, not from the text of the source, unless noted: active = inhibition above about 40%.

Values run as follows: Bim-Bfl-1	Bim-Bcl-W	RGS8-Gao reg	Bim-Bcl-B	RGS4-Gao reg	Bim-Mcl-1	ABCB1 block	Bcl-2 Bim block	RGS7-Gao reg	ABCG2 inh	Bim-Bcl-XL
> Cc1cc(C)c(OCCOCCN2CCNCC2)c(C)c1
 : -9	0	100	-7	100	-2	-7.5	-10	102	-5	-5
> O=C(Nc1ccncc1)Nc1ccccn1
 : -1	0	102	1	102	0	0.6	-1	102	3	1
> CCc1nc(Cl)c(C#N)c2c1CCCC2
 : -13	-6	98	-6	95	-10	0.8	-10	94	18	-10
> Cc1ccc(-c2nnc3ccc(SCC(=O)N4CCCc5ccccc54)nn23)cc1
 : -6	-3	94	-18	96	-5	11	-5	103	6	-5
> CCn1c(SCc2ccc([N+](=O)[O-])cc2)nnc1C(C)NC(=O)c1ccc(C)cc1 (stereo not drawn)
 : -1	-5	103	-6	103	-3	1.8	-8	106	21	-6
> Cc1ccc(C)c(NC(=O)CCC(=O)NNC(=O)c2cccs2)c1
 : -16	-3	103	-8	105	-2	0.2	-7	108	-1	-3
> CCN1CN(CCc2ccccc2)CNC1=S
 : 0	-4	101	-3	100	-3	-0.4	0	97	0	-4
> CCc1ccc(OCC(=O)N/N=C(\C)c2ccc(-n3ccnc3)cc2)cc1
 : -16	-1	98	-5	99	-1	1.4	-6	96	14	-4
> CCCSc1nnc(NC(=O)c2sc3nc(-c4cccs4)ccc3c2N)s1
 : -7	3	99	-4	101	6	/	0	102	/	-2
> [2H]c1c([2H])c([2H])c(-c2nc(N3CCCCCC3)sc2C(=O)c2ccccc2)c([2H])c1[2H]
 : 3	-3	102	-27	101	3	0.5	3	101	2	4
> O=C(/C=C/c1ccc2c(c1)OCO2)NCCSCc1ccc(Cl)cc1
 : 9	5	101	9	100	8	-0.6	8	100	8	9
> COc1ccc(N2CCN(CC(=O)Nc3nc4c(s3)CC(C)CC4)CC2)cc1 (stereo not drawn)
 : -2	-3	102	-8	100	-2	0.8	-3	99	5	-2
> Cc1cc(C)nc(SCC(=O)N/N=C\C(Br)=C\c2ccccc2)n1
 : -9	-4	100	-6	100	-3	0.1	-9	99	0	-4
> O=C(CCc1nc2ccccc2c(=O)[nH]1)NCc1ccccn1
 : -5	0	100	-5	100	-3	-0.3	-6	100	-4	0
> C/C(=N\Nc1nc(-c2cc(C)ccc2C)cs1)c1cc2c(ccc3ccccc32)oc1=O
 : 4	0	114	-6	103	2	-1.0	1	103	-6	-2
> CC[n+]1c(/C=C(/C)SC)sc2ccccc21
 : -4	-3	102	-4	99	-1	0.4	-1	99	1	-5
> Cc1nc2nc(CCc3ccccc3)nn2c(C)c1Cl
 : -3	0	101	-2	100	-1	0.5	0	97	4	-2
> COc1ccc(-c2cc(C3CCN(Cc4cccc(C(F)(F)F)c4)CC3)[nH]n2)cc1
 : -4	-2	100	-5	98	-1	0.9	-3	?	4	-4
> COc1cccc(NC(=O)C2CCCN2C(=O)Nc2ccccc2F)c1 (stereo not drawn)
 : -9	0	103	-8	103	-3	0.6	-11	104	2	3
> CCOC(=O)C1CCN(C(=O)c2sc3nc(-c4ccc(F)cc4)cn3c2C)CC1
 : -4	-7	101	-5	101	-4	4.5	-7	101	15	-7

Reformatted tab-delimited: entries from further up.
SMILES	Bim-Bfl-1	Bim-Bcl-W	RGS8-Gao reg	Bim-Bcl-B	RGS4-Gao reg	Bim-Mcl-1	ABCB1 block	Bcl-2 Bim block	RGS7-Gao reg	ABCG2 inh	Bim-Bcl-XL
O=C(Nc1ccncc1)Nc1ccccn1	-1	0	102	1	102	0	0.6	-1	102	3	1
CCc1nc(Cl)c(C#N)c2c1CCCC2	-13	-6	98	-6	95	-10	0.8	-10	94	18	-10
Cc1ccc(-c2nnc3ccc(SCC(=O)N4CCCc5ccccc54)nn23)cc1	-6	-3	94	-18	96	-5	11	-5	103	6	-5

The listing continues:
Values run as follows: Bim-Bfl-1	Bim-Bcl-W	RGS8-Gao reg	Bim-Bcl-B	RGS4-Gao reg	Bim-Mcl-1	ABCB1 block	Bcl-2 Bim block	RGS7-Gao reg	ABCG2 inh	Bim-Bcl-XL
> COc1cccc(-n2nc(C(C)=O)c(=O)[nH]c2=O)c1
 : -8	-2	106	-3	102	0	-0.3	-2	100	-1	-3
> COc1ccc(S(=O)(=O)Nc2ccc(C(F)(F)F)cc2)cc1OC
 : -13	2	92	-8	80	-1	0.0	-13	99	2	1
> COc1cccc(/C(O)=C2/C(=O)C(=O)N(CCN(C)C)C2c2ccccn2)c1 (stereo not drawn)
 : -11	4	102	-2	102	3	-0.1	-5	102	0	-2
> CCOc1cc(-c2noc(CCC(=O)Nc3cccnc3)n2)ccc1OC
 : -11	2	106	-4	112	1	/	0	105	/	-4
> COC(=O)c1sccc1NC(=O)Nc1cccc(Cl)c1Cl
 : -12	-1	102	-9	99	-3	0.6	-12	101	5	-7
> O=C(NCc1cccs1)C1CCCN(S(=O)(=O)c2cnc[nH]2)C1 (stereo not drawn)
 : -7	1	107	-1	104	1	-2.4	-5	106	-3	-6
> CCNC(=O)C1=C(O)c2sccc2N(C)S1(=O)=O
 : -1	-5	102	-3	103	-3	0.7	-2	103	1	-3
> CCN(CC(=O)Nc1cc(Cl)ccc1C)C(=O)C1CCCCC1
 : 0	0	100	-2	101	-1	0.6	0	101	2	-1
> COc1ccc(Cl)cc1NC(=O)N1CCN(S(C)(=O)=O)CC1
 : -17	-3	98	-12	96	-6	0.8	-12	94	4	-9
> O=C(COc1ccccc1[N+](=O)[O-])NCCC1=CCCCC1
 : -5	-2	102	0	102	0	0.0	-4	105	2	0
> Nc1nc(SCC(=O)NCc2ccco2)[nH]c(=O)c1-c1ccccc1
 : -11	1	100	-3	101	0	0.1	-5	102	-2	-3
> CCCCn1c(SCC(=O)NCc2ccccc2)nc2ccc(N3CCOCC3)cc2c1=O
 : 0	-2	98	-3	97	0	1.7	0	97	7	-2
> COc1ccc(CNC(=O)COC(=O)c2n[nH]c3ccccc23)cc1OC
 : -20	-5	101	-12	102	-4	-0.2	-16	99	35	-11
> Cc1ccc(C(=O)NCc2ccco2)cc1S(=O)(=O)N1CCCCC1
 : -13	-2	95	-15	98	-7	0.8	-11	103	3	-19
> Cc1cc(C(=O)COc2ccccc2C(N)=O)c(C)n1C
 : -3	1	102	0	101	0	0.8	2	?	23	-3
> CCc1nc2ccccc2n1Cc1ccccc1OC
 : 1	-4	100	0	98	-3	1.2	-1	99	5	-1
> Cc1cc(C)nc(NS(=O)(=O)c2ccc(N/C=C\C(=O)c3cccs3)cc2)n1
 : -2	-1	97	0	100	2	0.0	0	93	-1	0
> COc1ccc(CCCC(=O)Nc2ccc(F)cc2)cc1
 : -11	-2	101	-5	105	0	0.2	-4	103	2	-5
> Cn1c(Cn2c(C(F)(F)F)nc3ccccc32)nc2ccccc21
 : -8	5	100	-1	100	4	0.5	-2	102	2	-10
> CCCNC(=O)c1nn2cc(Br)cnc2c1Cl
 : -8	-1	103	-4	103	0	0.0	-4	107	5	-2
> Cc1c(NC(=O)c2cc(-c3ccccc3)on2)c(=O)n(-c2ccccc2)n1C
 : 0	0	104	-2	102	-1	1.2	2	101	5	0
> C=CCn1c(Cc2cccs2)nnc1SCC(=O)Nc1ccc(OC)c(OC)c1
 : -12	2	100	-6	101	0	0.6	-5	101	3	-4
> CCCCS(=O)c1snnc1C (stereo not drawn)
 : -4	0	99	-2	101	-2	0.5	-5	96	1	-2
> CCn1c(O)c(C(C#N)=C2N=c3ccccc3=N2)c2ccccc21
 : -15	-1	104	-12	102	-6	3.6	-10	102	15	-7
> O=c1c2cc(NC(=S)N3CCCCCC3)ccc2nc2n1CCCCC2
 : -4	-2	103	-10	105	0	2.5	-4	?	7	-3
> CC(=O)C1=C(O)C(=O)N(C2CCCCC2)C1c1ccccc1 (stereo not drawn)
 : -1	-1	102	-3	101	-2	1.0	0	103	-4	-4
> Cc1c(Cl)cn2c(=O)cc(CN3CCN(c4ccccc4)CC3)nc2c1Cl
 : -3	0	99	-5	93	-2	1.1	-1	97	3	-3
> COc1ccc(C2C(C#N)=C(N)OC3=C2C(=O)CC(C)(C)C3)c([N+](=O)[O-])c1OC (stereo not drawn)
 : -3	-1	100	-3	98	0	0.3	-4	101	2	-2
> CCCCN=C1N/C(=C\c2ccco2)C(=O)N1c1ccccc1
 : 6	0	101	3	103	0	0.8	0	104	8	-1
> Cc1cccc(NC(=O)NC(C)C(c2ccccc2)N2CCN(C)CC2)c1 (stereo not drawn)
 : 1	0	102	-3	106	-2	-0.7	3	107	5	-2
> C=CCn1cc(C(=O)NCc2ccco2)c(=O)c2cc(S(=O)(=O)N3CCCCCC3)ccc21
 : -14	0	90	-3	90	-1	0.7	-1	81	2	-5
> Oc1ccc(Nc2ncnc3scc(-c4ccccc4)c23)cc1
 : -4	-4	109	-2	105	-3	0.4	-3	103	8	-5
> O=C(CSc1nnnn1C1CCCCC1)NCc1ccco1
 : 10	6	89	3	96	7	-0.1	8	92	1	11
> CCOP(=O)(OCC)c1nc(-c2cccc3ccccc23)oc1N1CCOCC1
 : 0	0	101	-1	100	0	0.2	0	102	-1	-4
> C=CCn1c(SCCC(=O)O)nc2c1c(=O)n(C)c(=O)n2C
 : 1	0	95	1	97	-1	0.9	0	94	3	-2
> CNC(=O)c1csc(-c2ccccc2)n1
 : -4	-5	97	0	104	-6	1.0	-6	102	5	-8
> COC(=O)C1CC(O)CN1C(=O)c1ccco1 (stereo not drawn)
 : -14	-3	100	-9	102	-1	1.1	-10	99	3	-2
> COc1ccc(C(=O)C2CCCN(C(=O)c3ccc4cc[nH]c4c3)C2)c(C)c1 (stereo not drawn)
 : -5	0	101	-4	100	-1	0.2	-3	101	0	-2
> O=C(Cc1ccccc1)NCC(=O)N1CCCCCC1
 : -1	-3	100	0	95	-2	0.6	0	107	3	-1
> CC1=Nc2ccccc2/C1=C\c1nc(-c2ccc(F)cc2)oc1O
 : -12	2	104	-8	105	-2	0.8	-5	106	2	-1
> O=C(c1cc(-c2ccccn2)nc2ccc(Cl)cc12)N1CCN(CCc2ccccc2)CC1
 : 6	-2	100	0	100	-1	1.3	-1	?	4	-1
> N#C/C(=N\O)c1nc2ccccc2[nH]1
 : 0	0	87	-5	93	-3	0.3	-2	95	1	-5
> N#Cc1cc(-c2ccccc2)nnc1Oc1ccccc1Cl
 : 0	-2	102	-3	105	0	0.4	0	107	2	-1
> CC(NC(=O)c1ccc(S(=O)(=O)N(C)C)cc1)c1ccccc1 (stereo not drawn)
 : -8	0	99	-12	90	-2	0.0	-9	91	-1	-7
> CCSC1=NC(C)(C)C=C(/C=C/c2ccc(Cl)cc2Cl)N1
 : -10	4	98	-6	98	0	0.3	-4	100	2	-16
> CCOC(=O)Nc1ccc(C(=O)Oc2ccccc2)c(O)c1
 : 0	-1	101	-1	105	4	0.2	1	102	1	0
> N#Cc1c2c(c(Nc3ccccc3)n3c1nc1ccccc13)CCC2
 : -11	-2	103	-7	103	0	-1.5	-6	102	1	-10
> CCOc1ccc(CC(=O)NNC(=S)Nc2ccccc2)cc1Br
 : -1	-5	98	-5	105	-3	-1.1	-4	100	-4	-5
> CCOC(=O)CN1C(=O)C(=O)c2cc(C)ccc21
 : -2	-3	98	-1	97	-1	0.3	-5	97	1	-4
